Bioassay records from PubChem BioAssay.
Mtb BioA inh = M. tuberculosis BioA enzyme inhibitors, primary screen, biochemical, plate reader, single point, HTS | 7,8-diaminopelargonic acid synthase BioA (Mycobacterium tuberculosis) | 360,000 tested, 0.096% active | inhibition, % at 9.99 µM | purified M. tuberculosis BioA enzyme | AID 602481, 2012; in the data active means inhibition above about 40%
Active calls of the source: *.

SMILES	Mtb BioA inh
C[C@H]1CN([C@@H](C)CO)C(=O)c2cc(C#CC3CCCC3)cnc2O[C@@H]1CN(C)S(C)(=O)=O	-0.3
COc1cccc(S(=O)(=O)N[C@@H]2C=C[C@@H](CC(=O)NC3Cc4ccccc4C3)O[C@@H]2CO)c1	-2.4
CCS(=O)(=O)Nc1ccc2c(c1)C(=O)N(C)C[C@H](OC)[C@@H](C)CN(C)[C@H](C)CO2	-1.7
CN(C)C(=O)C[C@H]1CC[C@H](NC(=O)C2CC2)[C@H](CO)O1	-1.0
OC[C@H]1[C@@H](c2ccc(C3=CCCC3)cc2)[C@@H]2CN(CCC(F)(F)F)CCCCN12	-2.2
CNC[C@H]1Oc2ccc(NC(=O)Nc3ccc4c(c3)OCO4)cc2CC(=O)N([C@@H](C)CO)C[C@H]1C	-2.2
N#C[C@@H]1[C@H](c2ccccc2)[C@H](CO)N1C(=O)c1ccc2c(c1)OCO2	1.9
C[C@H]1CN([C@@H](C)CO)S(=O)(=O)c2ccc(-c3cccc(C(=O)N(C)C)c3)cc2O[C@H]1CN(C)C(=O)Nc1ccccc1	-1.4
COc1ccc(CNC(=O)C[C@@H]2C[C@H]3c4cc(NC(=O)CN(C)C)ccc4O[C@H]3[C@H](CO)O2)cc1	-1.9
O=C(C[C@@H]1C[C@@H]2c3cc(NS(=O)(=O)c4ccc(F)cc4)ccc3O[C@@H]2[C@H](CO)O1)NCc1ccncc1	-0.3
CC(C)NC(=O)N[C@H]1CC[C@@H](CCn2cc(-c3ccccc3)nn2)O[C@H]1CO	3.2
C[C@H](CO)N1C[C@H](C)[C@H](CN(C)C)Oc2cc(C#CC3(O)CCCC3)ccc2S1(=O)=O	-2.3
C[C@@H]1CCCCO[C@H](CN(C)C(=O)c2ccccc2)[C@H](C)CN([C@@H](C)CO)C(=O)c2cc(NS(=O)(=O)c3cn(C)cn3)ccc2O1	-1.9
C[C@H](CO)N1C[C@H](C)[C@@H](CN(C)C(=O)NC2CCCCC2)OCCCC[C@H](C)Oc2ccc(NS(=O)(=O)c3cccs3)cc2C1=O	1.6
C[C@@H]1CCCCO[C@@H](CN(C)S(=O)(=O)c2ccc(F)cc2)[C@H](C)CN([C@H](C)CO)C(=O)c2cc(NS(=O)(=O)c3cccs3)ccc2O1	-2.6

Looked up by structure from above, 5 records:
SMILES	Mtb BioA inh
C[C@H]1CN([C@@H](C)CO)C(=O)c2cc(C#CC3CCCC3)cnc2O[C@@H]1CN(C)S(C)(=O)=O	-0.3
CC(C)NC(=O)N[C@H]1CC[C@@H](CCn2cc(-c3ccccc3)nn2)O[C@H]1CO	3.2
COc1cccc(S(=O)(=O)N[C@@H]2C=C[C@@H](CC(=O)NC3Cc4ccccc4C3)O[C@@H]2CO)c1	-2.4
N#C[C@@H]1[C@H](c2ccccc2)[C@H](CO)N1C(=O)c1ccc2c(c1)OCO2	1.9
OC[C@H]1[C@@H](c2ccc(C3=CCCC3)cc2)[C@@H]2CN(CCC(F)(F)F)CCCCN12	-2.2

Further structures.
SMILES	Mtb BioA inh
COc1cccc(C(=O)Nc2ccc3c(c2)C(=O)N(C)[C@@H]2CC[C@H](CC(=O)N[C@H](C)c4ccccc4)O[C@@H]2CO3)c1	-1.1
C[C@H]1CCCCO[C@H](CN(C)C)[C@@H](C)CN([C@@H](C)CO)C(=O)c2cc(NC(=O)c3ccccc3)ccc2O1	14
CCS(=O)(=O)Nc1ccc2c(c1)C(=O)N(C)C[C@H](OC)[C@H](C)CN(CC1CCCC1)[C@H](C)CO2	-2.5
C/C=C/c1cnc2c(c1)C(=O)N([C@H](C)CO)C[C@H](C)[C@H](CN(C)S(=O)(=O)c1ccc(F)cc1)O2	2.1
CNC[C@@H]1Oc2ccc(NC(=O)Nc3ccc(OC)cc3)cc2CC(=O)N([C@@H](C)CO)C[C@H]1C	0.2
Cc1ccc(S(=O)(=O)N(C)C[C@H]2OCCCC[C@@H](C)Oc3ccc(NS(C)(=O)=O)cc3C(=O)N([C@H](C)CO)C[C@H]2C)cc1	1.0
CCCNC(=O)Nc1ccc2c(c1)C(=O)N(C)C[C@H](OC)[C@H](C)CN(C(C)=O)[C@@H](C)CO2	-1.5
C[C@@H]1CN([C@@H](C)CO)C(=O)c2cc(NS(=O)(=O)c3cccs3)ccc2O[C@@H]1CN(C)C(=O)NC1CCCCC1	-0.6
Cc1ccccc1S(=O)(=O)N1CC[C@@H]2[C@H]1c1cc(-c3cccc(F)c3)ccc1N(C)[C@H]2CO	-1.5
COCC(=O)N(C)C[C@H]1Oc2ncc(C#Cc3ccccc3)cc2C(=O)N([C@@H](C)CO)C[C@@H]1C	0.4
Cc1noc(C)c1NC(=O)N(C)C[C@@H]1Oc2ccc(NC(=O)CCN3CCOCC3)cc2C(=O)N([C@H](C)CO)C[C@H]1C	-4.9
COc1ccccc1CNC(=O)C[C@H]1C[C@H]2c3cc(NC(=O)CC4CC4)ccc3O[C@H]2[C@@H](CO)O1	1.5
C[C@H](CO)N1C[C@H](C)[C@H](CN(C)CC2CC2)Oc2c(NC(=O)NC3CCCCC3)cccc2C1=O	2.7
C[C@@H]1CN([C@H](C)CO)C(=O)c2cc(C#CC3CC3)cnc2O[C@@H]1CN(C)C(=O)CC1CC1	-0.9
CC(C)NC(=O)N1[C@@H]2CN(C(=O)C3CCCCC3)c3ccccc3[C@@H]2[C@@H]1CO	-4.4
C[C@@H]1CN([C@H](C)CO)C(=O)c2cc(NC(=O)CCCN(C)C)ccc2O[C@@H](C)CCCCO[C@H]1CN(C)Cc1ccccc1	-1.8
CC(=O)N(C)C[C@@H]1Oc2ncc(C#Cc3ccc(F)cc3)cc2C(=O)N([C@@H](C)CO)C[C@@H]1C	-1.8
CCC(=O)N1[C@H](C(=O)NC2CCCC2)[C@@H](CO)[C@@H]2Cn3c(ccc(C4=CCCC4)c3=O)[C@@H]21	0.8
Cc1noc(C)c1NC(=O)N(C)C[C@H]1Oc2ccc(NC(=O)Cc3ccccc3)cc2CC(=O)N([C@H](C)CO)C[C@H]1C	1.1
C[C@H]1CN([C@@H](C)CO)C(=O)c2cccc(NS(C)(=O)=O)c2O[C@H]1CN(C)C(=O)Nc1ccc(F)cc1	-0.2
CN1C(=O)c2cc(NC(=O)Cc3ccccc3)ccc2OC[C@@H]2O[C@H](CC(=O)O)CC[C@@H]21	1.1
CO[C@@H]1CN(C)C(=O)c2cc(NC(=O)C3CC3)ccc2OC[C@@H](C)N(Cc2cccnc2)C[C@@H]1C	-0.3
C[C@H]1CN([C@@H](C)CO)C(=O)c2cccc(NC(=O)NC3CCCCC3)c2O[C@@H]1CN(C)S(=O)(=O)c1ccc(Cl)cc1	-1.6
CN1C(=O)c2cc(NC(=O)Cc3cccs3)ccc2OC[C@H]2O[C@@H](CC(=O)NCC3CCCCC3)CC[C@@H]21	-1.6
C[C@@H](NC(=O)C[C@H]1C=C[C@@H](NC(=O)CN2CCOCC2)[C@H](CO)O1)c1ccccc1	-2.3
COc1ccc(NC(=O)N2CCCCN3[C@H](CO)[C@H](c4ccc(C5=CCCC5)cc4)[C@H]3C2)cc1	0.6
C[C@@H]1CCCCO[C@@H](CN(C)S(C)(=O)=O)[C@H](C)CN([C@@H](C)CO)C(=O)c2cc(NC(=O)CCCN(C)C)ccc2O1	-0.6
O=C(NCCc1ccccc1)[C@@H]1[C@@H](CO)[C@@H]2Cn3c(cccc3=O)[C@@H]2N1Cc1ccccc1	-1.1
C[C@@H]1CN([C@@H](C)CO)C(=O)c2ccccc2-c2ccccc2CO[C@@H]1CN(C)S(C)(=O)=O	-2.9
C[C@@H]1CN([C@@H](C)CO)S(=O)(=O)c2ccc(C#CCN(C)C)cc2O[C@H]1CN(C)C(=O)C1CCCCC1	-0.7
Cc1ccc(-c2ccc3c(c2)O[C@@H](CN(C)Cc2ccccn2)[C@H](C)CN([C@@H](C)CO)S3(=O)=O)cc1	5.4
Cc1noc(C)c1NC(=O)Nc1ccc2c(c1)CC(=O)N([C@@H](C)CO)C[C@@H](C)[C@@H](CN(C)C(=O)Nc1c(C)noc1C)O2	-0.5
CO[C@H]1CN(C)C(=O)c2ccc(NC(=O)C3CC3)cc2OC[C@@H](C)N(C(=O)CN2CCOCC2)C[C@H]1C	-0.2
COc1ccc(S(=O)(=O)N(C)C[C@H]2OCCCC[C@@H](C)Oc3ccc(NC(=O)CCC(F)(F)F)cc3C(=O)N([C@H](C)CO)C[C@H]2C)cc1	-1.7
CCC(=O)N1C[C@@H](C)[C@@H](OC)CN(C)C(=O)c2ccc(NC(=O)c3cc(C)on3)cc2OC[C@H]1C	-1.4
C[C@H]1CN([C@@H](C)CO)C(=O)CCCn2nncc2CO[C@H]1CN(C)C(=O)Nc1ccc(N2CCN(C)CC2)cc1	6.5
COc1cccc(-c2ccc3c(c2)[C@@H]2[C@@H](CCN2C(=O)c2ccc(F)cc2)[C@H](CO)N3)c1	-0.2
Cc1cc(C(=O)Nc2cccc3c2O[C@@H](CN(C)S(=O)(=O)c2ccccc2)[C@H](C)CN([C@H](C)CO)C3=O)n(C)n1	1.4
COc1ccccc1-c1ccc2c(c1)O[C@H](CN(C)S(=O)(=O)c1ccccc1)[C@H](C)CN([C@@H](C)CO)S2(=O)=O	-1.8
CCCC#Cc1cnc2c(c1)C(=O)N([C@H](C)CO)C[C@H](C)[C@@H](CN(C)C(=O)C1CCCCC1)O2	-0.1
O=C(C[C@H]1C=C[C@@H](NC(=O)CN2CCOCC2)[C@@H](CO)O1)NCCc1ccccc1	-5.6
O=C(C[C@@H]1CC[C@@H](NC(=O)C2CCOCC2)[C@H](CO)O1)Nc1nccs1	4.5
CCCNC(=O)N(C)C[C@@H]1Oc2cc(C#Cc3ccccn3)ccc2S(=O)(=O)N([C@H](C)CO)C[C@@H]1C	1.3
COc1ccc(S(=O)(=O)N[C@H]2C=C[C@@H](CC(=O)NCc3ccccc3F)O[C@H]2CO)cc1	-0.4
C[C@@H]1CN([C@H](C)CO)C(=O)c2cc(-c3ccc(F)cc3)cnc2O[C@H]1CN(C)C(=O)CN(C)C	-1.0
C[C@@H]1CN([C@@H](C)CO)C(=O)c2cc(C#Cc3cccnc3)cnc2O[C@H]1CN(C)S(=O)(=O)c1ccccc1F	6.3
C[C@@H]1CCCCO[C@H](CN(C)S(=O)(=O)c2ccc(Cl)cc2)[C@H](C)CN([C@H](C)CO)C(=O)c2cc(NC(=O)C3CCCCC3)ccc2O1	-1.8
O=C(c1ccccc1F)N1C[C@H]2[C@@H](c3ccccc31)[C@H](CO)N2C(=O)c1cccnc1	-4.0
CC(=O)N1[C@H](CN(C)C(=O)c2ccccc2F)[C@@H](c2ccccc2)[C@@H]1CO	-3.0
COCC(=O)Nc1ccc2c(c1)C(=O)N(C)[C@H]1CC[C@@H](CC(=O)NCC3CCCCC3)O[C@@H]1CO2	-1.2
CC(C)CC#Cc1ccc2c(c1)O[C@@H](CN(C)Cc1ccc(F)cc1)[C@@H](C)CN([C@@H](C)CO)S2(=O)=O	-0.8
O=C(C[C@@H]1CC[C@@H](NS(=O)(=O)c2ccc(F)cc2)[C@H](CO)O1)N1CCC(Cc2ccccc2)CC1	5.0
O=C(C[C@H]1C[C@H]2c3cc(NC(=O)Nc4ccccc4)ccc3O[C@H]2[C@H](CO)O1)NCc1ccccc1	-2.9
Cc1ccc(-c2ccc3c(c2)O[C@H](CN(C)C(=O)Nc2ccccc2)[C@@H](C)CN([C@H](C)CO)S3(=O)=O)cc1	-3.5
O=C(N[C@H]1C=C[C@@H](CC(=O)N2CCCCC2)O[C@H]1CO)c1ccccn1	-1.4
CC(C)NC(=O)Nc1ccc2c(c1)C(=O)N([C@@H](C)CO)C[C@@H](C)[C@@H](CN(C)Cc1ccncc1)O2	2.9
COc1ccc(S(=O)(=O)N2CCCCN3[C@H](CO)[C@H](c4ccc(C5=CCCC5)cc4)[C@H]3C2)cc1	11
COCc1cn(CC[C@@H]2CC[C@H](NC(=O)Nc3ccc(F)cc3)[C@H](CO)O2)nn1	0.9
CN(C)CC(=O)N1[C@H](C#N)[C@@H](c2ccc(C#CC3CCCCC3)cc2)[C@H]1CO	-0.8
C[C@@H]1CN([C@H](C)CO)C(=O)c2cc(NC(=O)Nc3ccc4c(c3)OCO4)ccc2O[C@H]1CN(C)Cc1ccc(-c2ccccc2)cc1	-0.4

As entered above.
Under Mtb BioA inh, `Cc1ccccc1S(=O)(=O)N1CC[C@@H]2[C@H]1c1cc(-c3cccc(F)c3)ccc1N(C)[C@H]2CO` is listed with -1.5
Under Mtb BioA inh, `Cc1noc(C)c1NC(=O)N(C)C[C@@H]1Oc2ccc(NC(=O)CCN3CCOCC3)cc2C(=O)N([C@H](C)CO)C[C@H]1C` is listed with -4.9
Under Mtb BioA inh, `CC(C)NC(=O)N[C@H]1CC[C@@H](CCn2cc(-c3ccccc3)nn2)O[C@H]1CO` is listed with 3.2
Under Mtb BioA inh, `O=C(C[C@@H]1CC[C@@H](NS(=O)(=O)c2ccc(F)cc2)[C@H](CO)O1)N1CCC(Cc2ccccc2)CC1` is listed with 5.0
Under Mtb BioA inh, `CO[C@@H]1CN(C)C(=O)c2cc(NC(=O)C3CC3)ccc2OC[C@@H](C)N(Cc2cccnc2)C[C@@H]1C` is listed with -0.3
Under Mtb BioA inh, `CN1C(=O)c2cc(NC(=O)Cc3cccs3)ccc2OC[C@H]2O[C@@H](CC(=O)NCC3CCCCC3)CC[C@@H]21` is listed with -1.6

Continuation:
SMILES	Mtb BioA inh
C[C@@H]1CCCCO[C@@H](CN(C)Cc2ccncc2)[C@H](C)CN([C@H](C)CO)C(=O)c2cc(NS(=O)(=O)c3cccs3)ccc2O1	0.3
C[C@@H]1CN([C@@H](C)CO)C(=O)c2cc(NC(=O)Nc3ccccc3)ccc2O[C@@H]1CN(C)Cc1ccncc1	2.1
COCC(=O)Nc1ccc2c(c1)C(=O)N(C)C[C@H](OC)[C@@H](C)CN[C@H](C)CO2	-2.7
C[C@H](CO)N1C[C@H](C)[C@H](CN(C)S(=O)(=O)c2ccccc2)Oc2ncc(Br)cc2C1=O	0.3
C[C@@H]1CN([C@H](C)CO)C(=O)c2cc(NC(=O)c3ccncc3)ccc2O[C@@H]1CN(C)Cc1ccc(C(F)(F)F)cc1	2.6
COc1ccc(NC(=O)N(C)C[C@@H]2Oc3ccc(NC(=O)Nc4cccc5ccccc45)cc3CC(=O)N([C@H](C)CO)C[C@H]2C)cc1	-6.3
CCS(=O)(=O)Nc1ccc2c(c1)C(=O)N(C)C[C@@H](OC)[C@@H](C)CN(CC1CCCC1)[C@H](C)CO2	-3.4

Only part of the results is shown; rates above refer to the full screens.
